# proCasp3 act: activates human procaspase-3; P42574; recombinant procaspase-3 D3A, Ac-DEVD-pNA absorbance 405 nm; activation, % at 8.5 µM; 0.11% of 330,000 active; AID 463141;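 active means activation above the mean of all tested compounds plus 3 SD, cut at about 21% in these data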;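 further: 0% = DMSO alone and 100% = DMSO wells spiked with extra 5 µM PC-3 D3A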
#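 Assay system – Procaspase-3 D3A mutant, all three cleavage aspartates alanine · Controls – DMSO-only low control, 5 µM PC-3 D3A high control · Schedule – 1 h compound preincubation, 2 h substrate hydrolysis at 25 °C · Signal – 405 nm absorbance of p-nitroaniline, reads at 0 and 120 min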
# CTSL1 counter: cathepsin L1 inhibition, PFM18AAP counter-screen; recombinant F. hepatica cathepsin L1, Z-Leu-Arg-MCA fluorescence; inhibition, % at 5.96 µM; 0.49% of 300,000 active;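 active means inhibition above the mean of all tested compounds plus 3 SD, set per screening campaign, cut at about 17% in these data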;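 further: 0% = plate median of test compound wells and 100% = 1 µM Z-Phe-Ala-diazomethylketone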
# JMJD2C inh: blocks human GASC-1 demethylase activity. inhibition, % at 2.35 µM. 0.069% of 330,000 active. Q9H3R0. GST-JMJD2C(1-420) H3K9me3 demethylation, DELFIA europium;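 active means more than half of a compound's replicate wells show inhibition beyond 50%, single wells judged on their own value; inconclusive means some, but no more than half, of replicates pass 50% inhibition; inactive means no replicate passes 50% inhibition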;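 further: signal counts dimethyl H3K9 product captured on neutravidin plate; 0% = median of DMSO wells and 100% = 0.3 times that DMSO median; strong numbers were not always called active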
# GRK2 inh: blocks RNA aptamer binding to human GRK2. P25098. bead flow cytometry, FAM-aptamer displacement from GRK2. inhibition of aptamer binding, % at 10 µM. 0.59% of 330,000 active. AID 488847;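 active means inhibition of aptamer binding above 40%, roughly 3 SD of noise, on plates passing a quality check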;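 further: median bead fluorescence of bound FAM aptamer so fluorescent compounds give negative values; no value below 0 was filed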
# core dimer inh: blocks dimerization of HCV core protein; TR-FRET GST/Flag-core106 dimerization, 1536-well; inhibition, % at 5 µM; 0.33% of 300,000 active;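 active means inhibition above the mean of all tested compounds plus 3 SD, set per screening campaign, cut at about 45% in these data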
#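 System – GST-tagged and Flag-tagged HCV core protein residues 1-106 · Repeats – one well for each compound · Technique – TR-FRET 671 and 617 nm emission · Doses – one concentration, 5 µM, in 0.5% DMSO · Times – 4 h, 22.5 °C incubation · Also added – Eu donor and XL665 acceptor anti-tag antibodies · Measure – percent inhibition of core106 dimerization signal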
# procasp7 counter: counter-screen for procaspase-3 activators: activators of human procaspase-7 | recombinant procaspase-7, Ac-DEVD-pNA absorbance 405 nm; D23A/D198A/D206A triple mutant, cannot self-cleave; scale: DMSO 0, 5 µM enzyme 100 | P55210 | activation, % at 8.5 µM | 0.093% of 330,000 active;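 active means percent activation above the screen-wide mean plus 3 SD, cut at about 25% in these data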
#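 System: Procaspase-7 triple mutant (PC-7 D3A); measure: % activation from two-timepoint absorbance difference, scaled to controls; times: 1 h compound preincubation, 2 h substrate cleavage, 25 °C; also added: Ac-DEVD-pNA substrate, 400 µM as added; measured by: Epi-absorbance of released pNA at 405 nm, two timepoints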
# PP1 counter: blocks human PP1-alpha phosphatase, a PP5 counter-screen; purified PP1alpha, OMFP fluorescence; inhibition, % at 6.7 µM; P62136; 0.9% of 320,000 active; AID 2235;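 active means inhibition above the mean inhibition of all tested compounds plus 3 SD, computed separately for each screening campaign, cut at about 15% in these data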
# Target sequence (P62136 whole entry, looked up): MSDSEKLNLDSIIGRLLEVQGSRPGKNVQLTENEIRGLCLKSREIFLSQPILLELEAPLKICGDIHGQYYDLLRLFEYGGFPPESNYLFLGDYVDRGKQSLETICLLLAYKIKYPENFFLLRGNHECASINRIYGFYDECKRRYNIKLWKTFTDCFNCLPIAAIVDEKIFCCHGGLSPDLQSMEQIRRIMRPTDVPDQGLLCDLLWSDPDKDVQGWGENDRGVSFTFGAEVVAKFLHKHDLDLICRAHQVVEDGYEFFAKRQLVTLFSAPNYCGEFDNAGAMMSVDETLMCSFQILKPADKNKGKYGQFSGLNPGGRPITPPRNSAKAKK
# PP5 primary: inhibitors of human protein phosphatase 5 (PP5); AID 1987; inhibition, % at 6.7 µM; 0.18% of 320,000 active; purified PP5c, OMFP substrate fluorescence;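 active means inhibition above the campaign's mean inhibition across all tested compounds plus 3 SD, cut at about 9.5% in these data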;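 further: 0% = DMSO only and 100% = 100 µM cantharidin control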
# Target sequence (P53041 whole entry, looked up): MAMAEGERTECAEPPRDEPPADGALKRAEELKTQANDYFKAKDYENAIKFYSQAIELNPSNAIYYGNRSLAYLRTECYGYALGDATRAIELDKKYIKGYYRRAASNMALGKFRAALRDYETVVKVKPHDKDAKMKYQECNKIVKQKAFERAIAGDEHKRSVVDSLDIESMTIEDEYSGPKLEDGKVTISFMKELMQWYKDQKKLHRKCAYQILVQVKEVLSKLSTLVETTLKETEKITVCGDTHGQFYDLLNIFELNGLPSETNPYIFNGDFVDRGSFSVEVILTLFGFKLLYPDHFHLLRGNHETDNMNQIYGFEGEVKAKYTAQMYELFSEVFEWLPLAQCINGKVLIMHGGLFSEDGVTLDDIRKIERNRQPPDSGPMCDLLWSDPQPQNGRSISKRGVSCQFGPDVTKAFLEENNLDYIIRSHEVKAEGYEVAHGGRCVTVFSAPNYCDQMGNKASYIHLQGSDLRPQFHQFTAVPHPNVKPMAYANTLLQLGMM
# VLA-4 inh: inhibition in a human VLA-4 binding assay. P13612. VLA-4 expressing cells, ligand binding flow cytometry. inhibition, % (about 7 µM as worked out from the volumes in the protocol). 0.2% of 330,000 active; in the data active means inhibition above about 50%
# Active calls of the source: *; ? = inconclusive; . = no result given.
cpd	structure	core dimer inh	VLA-4 inh	JMJD2C inh	GRK2 inh	PP5 primary	CTSL1 counter	procasp7 counter	PP1 counter	proCasp3 act
1	CCCn1c(=O)c2c(C(F)(F)F)cc(-c3cccs3)nc2n(CCC)c1=O	-11	-12	-16	4	4.8	5	-2	1	3
2	CCCNC(=O)COc1ccc2c(=O)c(Oc3ccccc3F)coc2c1	9	13	41	0	-0.7	0	-2	-6	-7
3	O=C1Nc2ccccc2N(O)N1c1cc(-c2ccccc2Cl)no1	-7	11	5	0	-0.3	-1	17	-1	-6
4	COc1ccc(CCNC(=O)C2CCN(C(=O)N(C)C)CC2)cc1OC	-10	-14	-2	4	1.9	4	11	1	2
5	CC(/C=C1\N=C(SCc2ccccc2Cl)SC1=O)=C\c1ccccc1	20	-9	115	2	1.0	3	2	5	-3
6	COc1ccc(OCC(=O)N/N=C(\CCC(=O)O)c2cccs2)cc1	-3	-11	-11	6	0.7	16	2	0	9
7	Cn1nnc(NC(=O)c2ccccc2)n1	-10	-12	8	1	1.6	4	3	-1	-1
8	CCn1c(SCc2nc3ccccc3c(=O)[nH]2)nnc1-c1ccncc1	-14	-20	6	0	4.0	5	2	-1	0
9	CCOC(=O)C(C)n1cnc2scc(-c3ccc(C)cc3)c2c1=O (centres undefined)	1	-2	3	1	-0.1	-1	10	-4	3
10	Cn1c(=O)n(C)c2cc(S(=O)(=O)N3CCCCC3)ccc21	8	2	-8	1	1.2	2	-15	-4	6
11	c1cncc(CSc2nnc3ccc(-c4ccco4)nn23)c1	2	8	-7	0	-1.8	2	15	2	2
12	Cc1ccc(Cn2ccc(NC(=O)c3cc(-c4ccc(Cl)cc4)on3)n2)cc1	-2	1	1	1	4.0	1	14	-3	4
13	O=C(NCCSCc1ccc(Cl)cc1)c1cccs1	2	16	3	0	0.1	0	3	-4	-2
14	Cc1ccc(C2C3=C(CC(C)(C)CC3=O)Nc3n[nH]c(C)c32)cc1 (centres undefined)	-1	-2	1	3	0.7	0	7	-4	7
15	Fc1ccc(-c2[nH]ncc2-c2nnnn2-c2ccccc2)c(F)c1	-21	12	3	5	-0.5	-4	6	-2	-1
16	COc1cc(C(=O)OCC(=O)Nc2ccc(S(=O)(=O)NC3=NCCCCC3)cc2)cc(OC)c1OC	.	-12	-9	1	.	.	-4	.	2
17	Cc1cnc(C(=O)OCC(=O)N2CCc3ccccc32)cn1	12	-6	3	0	1.6	-1	1	2	1
18	Fc1cccc(-c2cc3nc4c(c(NCc5ccco5)n3n2)CCCC4)c1	4	-39	4	2	5.2	-1	-7	3	-5
19	Cc1ccc(C(=O)Oc2csc(=S)n2C(=O)c2ccc(C)cc2)cc1	-3	20	34	1	2.4	5	-25	2	-9
20	O=C(CCNS(=O)(=O)c1ccccc1)NNC(=O)c1cccc(Cl)c1	.	3	9	4	.	.	7	.	4

# The final 3 records of the part before are carried over, then new ones follow.
cpd	structure	core dimer inh	VLA-4 inh	JMJD2C inh	GRK2 inh	PP5 primary	CTSL1 counter	procasp7 counter	PP1 counter	proCasp3 act
18	Fc1cccc(-c2cc3nc4c(c(NCc5ccco5)n3n2)CCCC4)c1	4	-39	4	2	5.2	-1	-7	3	-5
19	Cc1ccc(C(=O)Oc2csc(=S)n2C(=O)c2ccc(C)cc2)cc1	-3	20	34	1	2.4	5	-25	2	-9
20	O=C(CCNS(=O)(=O)c1ccccc1)NNC(=O)c1cccc(Cl)c1	.	3	9	4	.	.	7	.	4
21	CCOc1ccc(C(=O)NCCN2CCCC2)cc1	-4	12	-13	0	2.9	3	7	1	-4
22	COc1cc(OC)cc(C(=O)NNC(=O)C2CSC3(C)CCC(=O)N23)c1 (centres undefined)	.	-2	8	2	-2.6	.	1	-3	-5
23	C=CCNC(=O)c1cc(Cl)ccn1	1	2	-11	0	-1.7	-3	14	-1	7
24	Clc1ccc(-c2csc(N/N=C/c3ccc4c(c3)OCO4)n2)cc1	7	8	1	1	1.8	2	-8	2	13
25	O=C(NC(CSSCC(NC(=O)c1ccccc1)C(=O)O)C(=O)O)c1ccccc1 (centres undefined)	-3	-7	-2	0	2.8	0	-4	-1	2
26	CCS(=O)(=O)N1CCc2nc(-c3ccccc3)sc2C1	-1	6	-10	0	0.3	0	2	-5	-6
27	CCC(=O)NC(=S)N1CCN(c2ccc([N+](=O)[O-])cc2Cl)CC1	1	-1	-6	3	-0.3	6	-6	-3	-1
28	CC(OC(=O)c1cnccn1)C(=O)Nc1nc(-c2cccc([N+](=O)[O-])c2)cs1 (centres undefined)	.	1	.	0	1.7	.	2	-2	7
29	CN(C)S(=O)(=O)c1ccc(C(=O)OC2CCOC2=O)cc1 (centres undefined)	-12	14	5	4	-4.7	-9	-17	-2	-2
30	CCC(=O)Nc1ccc(N2CCOCC2)c(S(=O)(=O)Nc2ccc(Cl)cc2)c1	.	20	1	0	2.4	.	-15	0	-12
31	CCOC(=O)c1cnc(-n2nc(C)cc2C)nc1NC1CCCCC1	18	-3	?	0	5.8	-2	1	55*	-2
32	Cn1c(SCC#N)nnc1-c1ccc2c(c1)OCO2	-2	-3	6	4	-1.2	2	-11	-1	2
33	Cc1ccc2cc3cc(C(=O)NCc4ccco4)oc3nc2c1	12	20	-1	2	2.2	1	7	8	-1
34	CN(CCNC(=O)C1CCN(c2ncnc3c2nc2n3CCCCC2)CC1)Cc1ccccc1	3	23	-6	0	2.2	-5	0	1	10
35	CSc1ccc(Cl)c(C(=O)OCC(=O)NC2CC2)c1	-1	-1	5	0	-0.5	1	1	4	6
36	CN(C)/N=C/c1ccc([N+](=O)[O-])cc1[N+](=O)[O-]	-3	-15	13	2	0.2	6	-27	-6	-20
37	Cc1ccc(C)n1NC(=O)c1ccc([N+](=O)[O-])cc1	13	15	-18	2	2.7	1	-4	-1	-1
38	COCCn1nnnc1C(CC(C)C)N1CCN(c2nc3ccccc3s2)CC1 (centres undefined)	2	7	-4	3	5.1	3	-1	0	0
39	Cc1ccc(Nc2cc(=O)[nH]c(=O)[nH]2)cc1C	4	16	-9	0	-0.9	-5	6	12	2
40	O=C(NC(Cc1c[nH]c2ccccc12)C(=O)Nc1ccc(F)c([N+](=O)[O-])c1)c1cccs1 (centres undefined)	-3	1	1	1	4.6	1	-10	2	-4
41	Cc1ccccc1OCCC(=O)N(Cc1ccccc1)c1c(N)n(Cc2ccccc2)c(=O)[nH]c1=O	4	15	-10	0	1.8	-2	-1	3	-2
42	O=S(=O)(c1cc(Cl)c(Cl)cc1Cl)N1CCN2CCCC2C1 (centres undefined)	-2	0	-12	0	4.2	0	5	0	-1
43	Cc1cc(C)cc(NC(=O)CN(C)CC(=O)N(CC(C)C)c2c(N)n(CC(C)C)c(=O)[nH]c2=O)c1	.	2	-1	4	-0.9	.	7	-4	-6
44	CCN(CC)C(=O)/C(=C/c1cn(S(=O)(=O)N(C)C)c2ccccc12)NC(=O)c1ccc(OC)cc1	6	8	-8	0	-0.2	9	-2	27*	2
45	Cn1nnnc1SCC(=O)Nc1nc2c(s1)CCCC2	-3	11	-2	0	2.1	0	-4	-3	-6
46	Cc1cccc(C)c1NC(=S)NC(=O)CCc1ccccc1	9	9	-2	4	3.0	0	-9	4	7
47	Cc1ccsc1C(=O)NNC(=O)Nc1ccc(Cl)c(Cl)c1	2	10	-5	0	-0.2	0	-3	1	5
48	Cc1c(C(=O)NCCc2ccccc2)oc2ccc(S(=O)(=O)N3CCOCC3)cc12	-1	6	-8	0	3.1	0	4	8	3
49	CSc1cccc(NC(C)C(=O)NCc2ccccc2)c1 (centres undefined)	-15	3	2	0	2.2	-5	-7	4	3
50	CC(=O)N1CCN(C(=S)Nc2ccc(Oc3ccccc3)cc2)CC1	-2	17	-21	1	0.3	-1	-3	-2	-2
51	CC1Cc2ccccc2N1C(=O)CSc1ccccc1 (centres undefined)	0	4	5	0	4.7	-1	11	-1	5
52	O=C(CSc1nnc(-c2ccccc2)o1)N1CCCCC1	7	5	-4	0	1.5	1	-4	3	4
53	CCc1ccc(NC(=S)NC2CC3CCCC(C2)N3Cc2cccs2)cc1 (centres undefined)	-1	10	-8	0	-0.4	1	11	-4	3
54	CCc1ccc(OC)c(S(=O)(=O)NCCOc2ccccc2)c1	8	-12	-5	1	-0.2	0	-2	-1	1
55	N#Cc1c(Cl)cccc1N1CCCC1	4	27	-2	0	-1.2	1	3	-3	6
56	Nc1nc(Nc2cccc(F)c2)nc(NCc2ccco2)c1[N+](=O)[O-]	-1	10	5	2	11*	7	-11	3	1
57	O=C(CN1CCN(C(=O)c2ccco2)CC1)Nc1ccccc1	-9	-2	8	0	2.7	3	-2	-4	2
58	CSCCCNC(=S)N1CCc2ccccc2C1	4	4	-4	0	-0.8	2	1	-1	-3
59	Cc1cccc(C(=O)NCCC(=O)Nc2ccc(F)c([N+](=O)[O-])c2)c1	-7	-2	-20	2	3.4	-2	-1	-2	15
60	c1ccc(-c2cc(-c3nc4ccccc4[nH]3)c3ccccc3n2)cc1	-1	3	-1	0	6.1	2	13	1	0
61	COc1ccc(/C=N/NC(=O)c2cccc(Br)c2)cc1CSc1ccccn1	10	4	1	0	3.0	-8	0	5	1
62	COc1ccc(CNC(=O)C/C(C)=N/NC(=O)Cc2ccc(OC)cc2)cc1	-1	6	-2	0	-1.3	0	0	-1	4
63	O=C(NS(=O)(=O)Oc1ccccc1F)OC[C@@H]1CCCN2CCCCC12 (some centres undefined)	-2	-2	0	0	-1.2	2	-6	0	6
64	O=C(CSc1ccc2nnc(-c3ccccn3)n2n1)NCC1CCCO1 (centres undefined)	-1	2	-2	0	2.8	3	2	2	5
65	CC(=O)c1sccc1NC(=O)c1ccccc1C(=O)O	27	6	-5	0	-2.4	2	8	-6	0
66	CS(=O)(=O)N1CCc2cc(S(=O)(=O)NCCNS(=O)(=O)c3ccc4c(c3)CCN4S(C)(=O)=O)ccc21	-5	4	-4	1	1.0	-4	2	-2	2
67	Cc1oc(-c2ccccc2)cc1C(=O)Nc1cccc(/C=C\C(=O)O)c1	3	1	0	2	4.5	3	-11	-1	5
68	O=C(NCCOc1ccc(F)cc1)C1CCC(=O)N(CCc2ccccn2)C1 (centres undefined)	6	-4	-7	1	0.1	-18	-4	-3	14
69	COc1ccc(N(CC(=O)Nc2ccccc2OC)S(=O)(=O)c2ccc(NC(C)=O)cc2)cc1	5	-4	-4	2	0.9	2	12	-1	1
70	O=C(CCN1C(=O)/C(=C/c2ccc(Cl)cc2)SC1=S)Nc1cccnc1	3	-13	-12	1	3.4	5	1	-2	-3
71	Cn1ccnc1C(=O)c1cc(SCC(=O)N2CCOCC2)nc2ccccc12	5	5	-4	0	-1.5	-1	-6	-4	5
72	Cc1cc(C)cc(OCCNC(=O)c2cc(S(=O)(=O)N3CCOCC3)ccc2F)c1	-3	2	-17	0	3.1	-6	-2	-3	-9

# An unsorted share of the library (roughly 2.6% active in at least one column).
